procasp7 counter = counter-screen for procaspase-3 activators: activators of human procaspase-7. P55210. recombinant procaspase-7, Ac-DEVD-pNA absorbance 405 nm; D23A/D198A/D206A triple mutant, cannot self-cleave; scale: DMSO 0, 5 µM enzyme 100. activation, % at 8.5 µM. hit rate 0.093% among 330,000. AID 463210;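 active = percent activation above the screen-wide mean plus 3 SD, cut at about 25% in these data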
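Material: Procaspase-7 triple mutant (PC-7 D3A) | Quantity: 2 µM procaspase-7 mutant as dispensed | Reagent: DEVD-pNA substrate | Times: 1 h preincubation, 2 h reaction | Technique: 405 nm absorbance of p-nitroaniline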
LAP4 TOR yeast = alters LAP4-GFP fluorescence in TOR pathway yeast screen. S. cerevisiae LAP4-GFP multiplex, flow cytometry GFP, 3 h; median GFP as percent of DMSO wells. AID 2023. GFP response vs DMSO, % at 10 µM. hit rate 0.34% among 320,000;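 active = GFP response vs DMSO above a set limit, about the screen mean plus 3 SD, cut at about 150% in these data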
CIT2 TOR yeast = modulators of TOR pathway CIT2-GFP in S. cerevisiae; S. cerevisiae CIT2-GFP strain, flow cytometry, 3 h; 100 means same as DMSO wells; GFP response vs DMSO, % at 10 µM; hit rate 0.065% among 320,000; AID 2029;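 active = GFP response relative to DMSO above a set limit, near the screen mean plus 3 SD, cut at about 150% in these data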;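 note: ratio of well median GFP fluorescence to mean of DMSO wells on the plate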
MEP2 TOR yeast = yeast TOR pathway MEP2-GFP modulation; S. cerevisiae MEP2-GFP strain, flow cytometry GFP, 3 h; 100% = DMSO control level; GFP response vs DMSO, % at 10 µM; hit rate 0.51% among 330,000;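 active = GFP response versus DMSO above a set limit, roughly screen mean plus 3 SD, cut at about 180% in these data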;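 note: median GFP fluorescence of the barcode-gated MEP2-GFP cells per well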
RPL19A-GFP yeast = yeast TOR pathway RPL19A-GFP modulation. hit rate 0.3% among 330,000. S. cerevisiae RPL19A-GFP strain, flow cytometry, 3 h; active compounds read low. AID 2025. percent response vs DMSO, % at 10 µM;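 active = percent response vs DMSO below 50%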;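 note: median channel GFP fluorescence of the barcoded RPL19A-GFP strain; ratio of sample median GFP to plate DMSO average so 100% = DMSO; lower means less RPL19A-GFP as with rapamycin TOR inhibition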
AGP1-GFP MLPCN = yeast TOR pathway AGP1-GFP modulation; S. cerevisiae AGP1-GFP multiplex flow cytometry, 3 h; GFP as percent of DMSO wells; AID 2066; GFP response vs DMSO, % at 10 µM; hit rate 0.02% among 320,000;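 active = GFP response relative to DMSO above a set limit, near screen average plus 3 SD, cut at about 150% in these data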;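 note: median GFP channel fluorescence of the gated AGP1 strain per well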
AHR act = human AHR activation | AHR-responsive luciferase reporter cells, luminescence | hit rate 2.5% among 320,000 | activation, % at 5 µM; in the data active = activation above about 47%;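 note: 0% = vehicle wells and 100% = reference agonist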
Target sequence (P35869 whole entry, looked up): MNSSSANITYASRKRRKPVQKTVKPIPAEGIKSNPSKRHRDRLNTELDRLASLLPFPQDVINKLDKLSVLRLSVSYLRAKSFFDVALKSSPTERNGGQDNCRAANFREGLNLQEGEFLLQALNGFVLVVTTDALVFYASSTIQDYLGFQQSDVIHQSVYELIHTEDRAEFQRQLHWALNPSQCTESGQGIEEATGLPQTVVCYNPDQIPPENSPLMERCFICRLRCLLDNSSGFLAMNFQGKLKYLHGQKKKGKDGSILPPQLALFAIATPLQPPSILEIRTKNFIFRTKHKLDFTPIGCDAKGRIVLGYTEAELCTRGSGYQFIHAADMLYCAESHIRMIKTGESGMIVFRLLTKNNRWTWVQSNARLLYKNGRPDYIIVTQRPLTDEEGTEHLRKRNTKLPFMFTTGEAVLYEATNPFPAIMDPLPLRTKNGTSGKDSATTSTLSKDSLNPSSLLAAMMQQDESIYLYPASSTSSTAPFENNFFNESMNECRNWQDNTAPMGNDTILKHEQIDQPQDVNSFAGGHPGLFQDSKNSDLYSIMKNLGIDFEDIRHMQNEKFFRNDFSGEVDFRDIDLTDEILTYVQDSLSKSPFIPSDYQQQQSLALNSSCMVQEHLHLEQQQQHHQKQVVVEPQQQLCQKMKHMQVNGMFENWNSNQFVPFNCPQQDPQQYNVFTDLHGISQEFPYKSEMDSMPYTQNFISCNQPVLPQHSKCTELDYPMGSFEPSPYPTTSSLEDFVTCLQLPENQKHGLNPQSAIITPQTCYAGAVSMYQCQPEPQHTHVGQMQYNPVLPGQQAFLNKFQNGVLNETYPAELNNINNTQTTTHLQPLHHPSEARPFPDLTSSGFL
proCasp3 act = activates human procaspase-3. P42574. recombinant procaspase-3 D3A, Ac-DEVD-pNA absorbance 405 nm. activation, % at 8.5 µM. hit rate 0.11% among 330,000;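 active = activation above the mean of all tested compounds plus 3 SD, cut at about 21% in these data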;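 note: 0% = DMSO alone and 100% = DMSO wells spiked with extra 5 µM PC-3 D3A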
Target sequence (P42574 whole entry D9A/D28A/D175A): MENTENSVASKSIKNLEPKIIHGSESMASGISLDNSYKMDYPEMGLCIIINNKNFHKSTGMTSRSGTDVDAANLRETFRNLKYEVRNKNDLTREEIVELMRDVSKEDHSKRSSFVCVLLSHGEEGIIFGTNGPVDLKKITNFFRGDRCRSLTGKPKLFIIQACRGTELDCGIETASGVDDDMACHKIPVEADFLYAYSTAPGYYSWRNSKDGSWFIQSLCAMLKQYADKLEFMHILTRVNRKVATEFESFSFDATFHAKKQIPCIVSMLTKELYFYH
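System: Procaspase-3 D3A mutant. Medium: Zinc-free 300 mM NaCl, 50 mM HEPES, 0.01% Triton X-100. Schedule: 1 h preincubation plus 2 h reaction at 25 °C. Measured by: 405 nm absorbance of p-nitroaniline, reads at 0 and 120 min. Read-out: percent activation relative to control range.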
Starred values were filed as active, the others as inactive; · = not tested or not shown.

SMILES	procasp7 counter	LAP4 TOR yeast	CIT2 TOR yeast	MEP2 TOR yeast	RPL19A-GFP yeast	AGP1-GFP MLPCN	AHR act	proCasp3 act
Cc1cccc(C(=O)Oc2ccc(/C=N/NC(=O)c3ccccc3O)cc2)c1	6	99	107	101	107	101	4	2
CCC1CCCCN1C(=O)CSc1nc2c(cnn2-c2ccc(C)cc2)c(=O)[nH]1 (configuration not stated)	12	100	91	97	99	101	-1	1
O=C(CN(c1ccccc1)S(=O)(=O)c1ccccc1[N+](=O)[O-])Nc1cccnc1	-1	95	103	92	99	101	5	-3
COc1cc(-c2nnc(CSc3nnc(Nc4ccc(Oc5ccccc5)cc4)s3)o2)cc(OC)c1OC	2	90	100	95	97	91	21	-5
CCOc1ccccc1C(=O)N[C@H](C(=O)NCc1ccccc1)C(C)C	6	106	101	100	103	110	1	0
O=C(C1CC1)N1N=C2CCCCC2C1(O)C(F)(F)F (configuration not stated)	1	104	94	95	95	96	0	6
CC(c1ccon1)N(C)Cc1c(C(=O)N(C)Cc2ccccc2)nc2ccccn12 (configuration not stated)	1	93	·	99	88	94	5	6
Cc1ccc(NC(=O)NCc2ccccn2)c(C)c1	·	70	94	106	112	96	·	·
OCC1(CCCc2ccccc2)CCN(Cc2cc(F)ccc2F)CC1	5	88	105	106	101	103	5	5
CS(=O)c1ccccc1-c1nc(-c2cccc(Cl)c2)no1 (configuration not stated)	-5	122	91	99	91	104	-1	-4
O=C(O)c1ccc(S(=O)(=O)NC2CCCCCC2)cc1	1	97	102	101	100	102	0	-2
CN(CC(=O)Nc1ccccc1Br)C(=O)CCc1ccccc1	0	93	100	102	102	100	0	0
Clc1ccc(-c2nc3cnccn3c2NC2CCCC2)cc1	-11	102	102	98	100	93	51*	-13
Cc1cc(C)cc(NC(=S)NCc2ccc(S(N)(=O)=O)cc2)c1	8	101	99	102	92	·	1	-2
O=C(CN1CCCCC1)NNc1nc(-c2ccccc2)c2cc(Cl)ccc2n1	-4	92	103	105	101	99	3	-2
O=Cc1ccc(O)c(O)c1	8	92	98	99	104	99	2	3
O=C(O)CC1C(=O)NCCN1C/C=C/c1ccccc1 (configuration not stated)	0	102	97	95	102	101	-2	1
COc1cc(Cl)c(S(=O)(=O)N2CCCC2)cc1Cl	4	127	83	103	91	82	2	1
CCc1ccccc1OCC(=O)Nc1nc(-c2cccnc2)cs1	-1	129	93	101	97	89	5	-6
c1coc(CNC2C3CC4CC(C3)CC2C4)c1 (configuration not stated)	0	101	98	101	103	101	0	7
CCOCCCNC(=S)NCCCNc1nc2ccc(C)cc2cc1C#N	-12	85	75	87	93	75	6	-14
CC1Cc2ccccc2N1C(=O)Cn1cnc2ccccc21 (configuration not stated)	3	95	86	88	99	97	1	2
Cc1ccc(/C=C2/C(=O)ON=C2c2ccccc2)o1	-10	257*	80	106	75	68	0	-1
COC(=O)c1ccc(N2C(=O)CC(N3CCN(C(=O)c4ccco4)CC3)C2=O)cc1 (configuration not stated)	-3	95	99	104	99	102	-2	4
COCCCNC(=O)CSc1ccsc1[N+](=O)[O-]	-4	94	102	103	109	104	2	-6
O=C(Nc1nncs1)C1CC(=O)N(C2CCCC2)C1 (configuration not stated)	10	89	114	112	106	100	-1	-4
Cc1ccc(CNC(=O)C2CCN(S(=O)(=O)c3ccc4c(c3)OCCCO4)CC2)cc1	1	94	106	91	101	101	-1	-6
Cc1ccc(S(=O)(=O)N2CCCCC2)cc1NC(=O)COC(=O)C1CC2C=CC1C2 (configuration not stated)	-5	93	100	109	103	104	0	-7
C=CCn1c(CNC(=O)c2ccco2)nnc1SCC(=O)Nc1cccc(F)c1	5	106	103	97	100	107	2	-4
Cc1cc(/C=C(\C#N)C(=O)NCc2ccco2)c(C)n1-c1ccc(C(=O)O)cc1	-8	103	95	95	100	102	-4	3

Part of the list above, as comma-separated lines.
structure,procasp7 counter,LAP4 TOR yeast,CIT2 TOR yeast,MEP2 TOR yeast,RPL19A-GFP yeast,AGP1-GFP MLPCN,AHR act,proCasp3 act
COCCCNC(=O)CSc1ccsc1[N+](=O)[O-],-4,94,102,103,109,104,2,-6
O=C(Nc1nncs1)C1CC(=O)N(C2CCCC2)C1 (configuration not stated),10,89,114,112,106,100,-1,-4

Profiles as entered above.
Shown for CCOCCCNC(=S)NCCCNc1nc2ccc(C)cc2cc1C#N → procasp7 counter = -12; LAP4 TOR yeast = 85; CIT2 TOR yeast = 75; MEP2 TOR yeast = 87; RPL19A-GFP yeast = 93; AGP1-GFP MLPCN = 75; AHR act = 6; proCasp3 act = -14
Shown for COC(=O)c1ccc(N2C(=O)CC(N3CCN(C(=O)c4ccco4)CC3)C2=O)cc1 (configuration not stated) → procasp7 counter = -3; LAP4 TOR yeast = 95; CIT2 TOR yeast = 99; MEP2 TOR yeast = 104; RPL19A-GFP yeast = 99; AGP1-GFP MLPCN = 102; AHR act = -2; proCasp3 act = 4

Continuation:
SMILES	procasp7 counter	LAP4 TOR yeast	CIT2 TOR yeast	MEP2 TOR yeast	RPL19A-GFP yeast	AGP1-GFP MLPCN	AHR act	proCasp3 act
COc1cccc(C(=O)NC2CCCc3c2cnn3-c2cc(C)cc(C)c2)c1 (configuration not stated)	·	92	96	103	103	87	·	·
CCn1cc(CN2CCC(n3nccc3NC(=O)C3CCCC3)CC2)cn1	-5	88	97	95	101	98	-1	5
COc1ccc2[nH]c(C(=O)Nc3ncc(C)cc3Br)cc2c1	15	111	95	98	92	95	3	1
CN(C)/N=C/c1ccc(OS(=O)(=O)c2ccccc2)cc1	-4	96	84	96	91	86	16	2
CC(C)[C@H](NC(=O)c1ccccc1Cl)C(=O)NC1CCCCCC1	10	98	101	100	105	95	3	2
CC(=O)N1CCc2c(sc(NC(=O)Cc3ccccc3)c2C(N)=O)C1	5	111	104	115	102	109	1	14
CCN(C(=O)CN1C(=O)c2ccc([N+](=O)[O-])cc2C1=O)C1CCCCC1	4	91	91	93	95	92	-1	-3
CC(=O)Nc1ccc(NC(=O)Cc2ccc(S(=O)(=O)N3CCCCC3)s2)cc1	14	87	105	97	101	97	1	-4
Cc1coc2cc3oc(=O)c4c(c3cc12)CCCC4	13	112	102	99	97	93	21	-1
COc1cc(-c2cc(C(=O)Nc3ccccc3N3CCOCC3)c3ccccc3n2)cc(OC)c1OC	2	99	101	105	105	107	6	-7
CN(Cc1ccccc1)C(=O)C1CCN(S(=O)(=O)c2cccc3nsnc23)CC1	-1	83	95	74	79	65	4	-1
CC(C)(C)NC(=O)/C=C/c1ccc(C(F)(F)F)cc1	-3	100	94	95	104	93	6	0
Cc1cc(S(=O)(=O)N2CCN(c3ccc(F)cc3)CC2)c(C)s1	6	106	106	102	100	106	4	-5
CC(=O)[C@H]1[C@H](c2cccc(Cl)c2)C(C#N)(C#N)[C@@H]2c3ccccc3C=CN21	-17	101	97	97	101	93	101*	-7
CC(C)NC(=O)c1cnc(Sc2ncc(C(F)(F)F)cc2Cl)n1C	4	90	83	88	90	94	-3	0
COCC(=O)Nc1cc([N+](=O)[O-])ccc1OC	0	105	96	101	98	95	5	-4
O=C(NC1CCCC1)c1ccccc1-c1ccccc1	-4	109	101	104	102	95	1	-10
O=C(NC(=S)N1CCN(C2CCCCC2)CC1)c1ccccc1	-9	107	106	103	101	110	0	7
O=C(O)[C@@H](c1ccccc1)N1Cc2ccccc2C1=O	-3	95	96	99	96	94	-2	-5
CCOC(=O)C1(CCOc2ccccc2)CCN(Cc2ccc(OC)c(COC)c2)CC1	16	92	104	106	113	100	4	1
CCC1(CC)NC(=O)N(CC(=O)NCc2ccc3c(c2)OCO3)C1=O	7	92	93	105	103	103	3	11
Cc1ccc(N2C(=O)N(CC(=O)Nc3ccccc3C(F)(F)F)C(=O)C2C)cc1 (configuration not stated)	22	102	97	102	100	98	2	4
COc1ccc(OC)c(N)c1	-5	89	103	97	94	97	12	-2
O=C(NC1CC1)C1=C[C@H](c2ccc3c(c2)OCO3)C[C@H](OCc2ccc(CO)cc2)O1	-6	97	93	104	101	107	7	2
COC(=O)c1cc2occc2n1CC(=O)N(C)C1CCCCC1	-3	97	104	101	99	101	0	-3
O=C(CCc1nnc(C2(c3ccc(Cl)cc3)CCC2)o1)NCCCn1cccn1	9	102	108	94	99	102	-1	8
COc1ccc(C2C(C(=O)N3CC(C)CC(C)C3)c3ccccc3C(=O)N2C)cc1 (configuration not stated)	2	88	106	100	99	99	0	8
COC(=O)c1ccccc1NC(=O)Cn1c(SC)c(F)cnc1=O	-2	109	105	104	106	109	2	-11
CC(NC(=O)c1ccco1)C(=O)N1CCCCC1 (configuration not stated)	-1	91	150*	110	100	113	4	4
COc1ccc(CCN=C(N)C(C)c2ccccc2)cc1OC (configuration not stated)	3	106	100	102	94	107	-1	6
COc1ccc(-n2c(SCc3ccc([N+](=O)[O-])cc3)nnc2-c2ccc(C)cc2)cc1	0	83	92	93	96	87	9	-8
Cc1ccc(OCc2cc(C(=O)NC(C)Cc3cnccn3)no2)cc1C (configuration not stated)	-1	97	98	92	100	97	10	4
CCOc1ccccc1NC(=O)C1CC2CCCC(C1)C2=O (configuration not stated)	12	85	84	97	97	97	7	2
COc1cc(NC(=O)C2=C(N3CCOCC3)/C(=C\c3ccc(Br)cc3)CC2)cc(OC)c1OC	1	105	106	112	104	108	2	5
O=C(COC(=O)/C=C/c1ccccc1)Nc1cc(C(F)(F)F)ccc1N1CCOCC1	12	107	104	110	100	97	0	6
COc1ccc2[nH]c(C(=O)N3CCCN(Cc4ccc(F)cc4)CC3)cc2c1	4	106	97	97	95	106	3	6
COc1ccc(C2N=C(c3ccccc3)NO2)cc1OC (configuration not stated)	-4	114	98	99	98	102	44	-3
C=CCn1nnnc1SCC(=O)Nc1ccc(C(=O)OC)cc1	2	94	93	97	99	98	7	1
COC(=O)CCC(=O)Nc1ccccc1C(N)=O	1	102	97	106	104	108	-4	0
CC(C)Cn1c(=O)c(C(=O)Nc2ccncc2)c(O)c2ccccc21	4	103	59	93	48*	48	19	-1
CN1C(=O)/C(=N\OC(=O)c2cccc3ccccc23)c2ccccc21	-12	207*	82	106	92	75	18	-4
CCOC(=O)N1CCN(C(=O)CN(c2ccc3c(c2)OCO3)S(C)(=O)=O)CC1	8	95	98	101	96	101	1	11
O=C(N/N=C/c1cc2ccccc2[nH]1)c1ccccc1Cl	-1	90	93	93	92	98	42	9
COc1ccc(S(=O)(=O)N2CCOCC2)cc1NC(=O)C1COc2ccccc2O1 (configuration not stated)	4	108	98	115	99	99	0	6
Cc1ccc(S(=O)(=O)NCC(=O)OCC(=O)N2CCc3ccccc32)cc1	2	95	98	99	97	99	2	-1
O=C1CCCCCC1C1(O)C(=O)Nc2ccccc21 (configuration not stated)	9	94	96	103	98	102	6	-2
COc1ccc(NC(=O)CSc2nnc(-c3cccs3)n2N)cc1S(N)(=O)=O	5	95	91	103	94	99	0	7
Cc1cc(O)c(C(C)C)cc1NC(=O)Cn1nc(C)c2ccccc2c1=O	8	99	94	101	100	103	-1	4
O=C(NC1CCCC1)C(c1ccccc1)N(Cc1ccc(F)cc1)C(=O)c1csnn1 (configuration not stated)	-11	91	94	95	101	96	1	-4
CC(OC(=O)c1ccco1)C(=O)NCc1cccs1 (configuration not stated)	7	101	99	99	99	101	11	0
CCOC(=O)c1cncc(NC(=O)c2ccccc2)c1	-1	103	106	100	99	100	-2	2
CC(=O)N(C)c1ccc(NC(=O)C(c2ccccc2)c2ccccc2)cc1	5	100	91	94	90	91	-3	1

Assay outcomes deposited in PubChem BioAssay by several laboratories.
